TrxR1 substrate: qHTS Assay for Substrates of Mammalian Selenoprotein Thioredoxin Reductase 1 (TrxR1): qHTS; Thioredoxin reductase 1, cytoplasmic (Rattus norvegicus), O89049; purified TrxR1 substrate turnover, NADPH consumption readout; Potency, µM (top dose mostly 114 µM), inactives show at the highest dose activity change, negative = substrate turnover; 0.01% of 390,000 active; active = well fitted inhibition curve with a large enough effect; also: potency is read from the fitted curve at half-maximal effect; nearly all actives have a fitted effect of over 50% in size
Target sequence (O89049 whole entry, looked up): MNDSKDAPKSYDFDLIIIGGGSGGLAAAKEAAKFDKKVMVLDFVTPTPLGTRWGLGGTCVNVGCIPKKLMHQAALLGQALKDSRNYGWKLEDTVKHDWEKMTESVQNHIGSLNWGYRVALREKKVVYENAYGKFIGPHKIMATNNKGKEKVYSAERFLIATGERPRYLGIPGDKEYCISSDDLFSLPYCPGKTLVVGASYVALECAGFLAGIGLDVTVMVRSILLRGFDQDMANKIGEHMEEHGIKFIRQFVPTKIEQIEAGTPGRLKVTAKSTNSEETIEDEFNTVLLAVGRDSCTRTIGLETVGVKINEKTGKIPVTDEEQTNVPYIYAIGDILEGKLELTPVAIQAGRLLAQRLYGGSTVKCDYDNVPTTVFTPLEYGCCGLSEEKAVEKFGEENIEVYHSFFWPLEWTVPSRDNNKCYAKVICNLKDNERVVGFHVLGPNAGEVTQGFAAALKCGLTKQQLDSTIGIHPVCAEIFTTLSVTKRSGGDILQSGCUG
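Rat TrxR1, dispensed at 90 nM, was prereduced with 400 uM NADPH (final) for 5 min at ~22 deg C, then incubated with compound 15 min before 400 uM selenite. A first-read NADPH fluorescence drop versus no-compound background flagged substrates.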
PI4K2A block: qHTS for small molecular inhibitors of PI4K2A; purified PI4K2A, ADP-Glo luminescence, 1 h; active compounds read low; activity change, negative = inhibition, % at 76.9 µM; 0.13% of 420,000 active; in the data active = activity change below about -50%;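 also: -100% = wells without enzyme as full effect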
Target sequence (Q9BTU6 whole entry, looked up): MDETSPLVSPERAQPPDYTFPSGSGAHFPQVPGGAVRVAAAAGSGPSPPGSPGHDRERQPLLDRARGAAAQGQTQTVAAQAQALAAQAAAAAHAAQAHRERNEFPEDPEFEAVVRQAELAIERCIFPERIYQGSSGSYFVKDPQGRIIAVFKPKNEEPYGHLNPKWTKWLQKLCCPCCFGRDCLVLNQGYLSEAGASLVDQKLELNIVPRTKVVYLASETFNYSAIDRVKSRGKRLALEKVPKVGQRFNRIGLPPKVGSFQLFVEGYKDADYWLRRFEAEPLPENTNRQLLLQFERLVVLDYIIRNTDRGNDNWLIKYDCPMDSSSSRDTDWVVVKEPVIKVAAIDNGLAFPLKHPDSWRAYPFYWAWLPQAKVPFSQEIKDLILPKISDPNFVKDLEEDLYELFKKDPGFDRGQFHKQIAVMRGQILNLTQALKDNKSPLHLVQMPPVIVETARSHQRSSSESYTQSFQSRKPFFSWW
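Compounds are screened against recombinant PI4K2A using PI as substrate and ATP, the latter dispensed at 300 microM. Reactions run one hour at ambient temperature before ADP-Glo detection; full inhibition defined by wells lacking enzyme.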
LDHA inh: qHTS assay for inhibitors of human lactate dehydrogenase; purified LDHA, NADH/diaphorase-resazurin fluorescence; active compounds read low; activity change, % (values are at about 110 or 230 µM); 0.15% of 480,000 active; in the data active = activity change below about -30%;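 also: plate controls were DMSO wells for no effect and wells without enzyme for full effect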
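Resorufin fluorescence (ex540/em590), read at 0 and 20 min after diaphorase/resazurin addition, reports the NADH left after a 5 min room-temperature reaction of 2 nM human LDH5 with 0.06 mM NADH and 0.2 mM pyruvate.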
An asterisk follows results filed as active; nt = no result given. Unless noted, % is scaled to controls: 0 for no effect and ±100 for the full control effect.

compound	TrxR1 substrate	PI4K2A block	LDHA inh
CN(CCO)c1cccc2c1S(=O)(=O)N[C@@H](Cc1ccccc1)CO2	nt	-5.1	2.0
COc1cccc(C(=O)N2CCC[C@H]2C(=O)N2CCC[C@H]2C(=O)N(C)Cc2ccccc2)c1	nt	-2.5	-0.9
Cc1cccc(C)c1-n1nnnc1C1(C)CCC(=O)N1CCCn1ccnc1 (configuration not stated)	nt	6.6	-9.8
CC(C)(C)C(C(=O)NCc1ccccc1)N1CCN(CCN2CCOCC2)CC1 (configuration not stated)	nt	-3.3	0.1
COCCCn1cc(CN2CC(N3CCN(CCO)CC3)CS2(=O)=O)nn1 (configuration not stated)	nt	-7.4	-0.9
Cc1ccccc1CN1C(=O)CSCC1(C)C(=O)Nc1c(C)cccc1C (configuration not stated)	nt	-4.7	1.2
CCCCCCCCN1C(=O)[C@H](CC(=O)NCc2ccc(C)o2)C[C@@]2(C(=O)OC)CCCCC=C12	nt	-9.7	7.6
C/C=C/c1cccc(-c2nc(C(=O)N3CCOCC3)cc3c2[C@@H](CCO)N(C(=O)NC(C)C)C3)c1	nt	1.4	-9.1
C#CCNC(=O)C[C@@H]1C[C@@]2(C(=O)OC)CCCCC=C2N(CCCCCCCC)C1=O	nt	-17.3	2.2
COC(=O)[C@@]12C[C@@H](CC(=O)NCc3cccc(C(F)(F)F)c3)C(=O)N(CCc3ccc(OC)c(OC)c3)C1=CCC(C)(C)C2	nt	-6.8	-4.0
O=C(Cc1cccnc1)N[C@@H]1CC[C@H](CCn2cc(Cc3ccccc3)nn2)O[C@@H]1CO	nt	3.9	-12.3
COc1cccc(Cn2cnc(-c3ccccc3OC)c2C2CC2)c1	nt	8.2	1.9

Record cards, as listed above.
COc1cccc(Cn2cnc(-c3ccccc3OC)c2C2CC2)c1 in the list: TrxR1 substrate: nt; PI4K2A block: 8.2; LDHA inh: 1.9
CCCCCCCCN1C(=O)[C@H](CC(=O)NCc2ccc(C)o2)C[C@@]2(C(=O)OC)CCCCC=C12 in the list: TrxR1 substrate: nt; PI4K2A block: -9.7; LDHA inh: 7.6
COc1cccc(C(=O)N2CCC[C@H]2C(=O)N2CCC[C@H]2C(=O)N(C)Cc2ccccc2)c1 in the list: TrxR1 substrate: nt; PI4K2A block: -2.5; LDHA inh: -0.9

Next records follow.
compound	TrxR1 substrate	PI4K2A block	LDHA inh
Cc1ccc(S(=O)(=O)N2[C@H](CC(=O)c3cccc4ccccc34)OC[C@@H]2C)cc1	nt	1.1	-0.3
CCCCCCCCN1C(=O)[C@H](CC(=O)NCc2cccs2)C[C@@]2(C(=O)OC)CC(C)(C)CC=C12	nt	-9.2	4.5
Cc1nccn1-c1ccc(NC(=O)[C@H]2O[C@@H](n3ccc(=O)[nH]c3=O)[C@H](O)[C@@H]2O)cc1	nt	-4.2	-0.5
CC(C)(C)N1C(=O)c2ccccc2NC(=O)C1C(=O)Nc1ccc(N2CCOCC2)cc1 (configuration not stated)	nt	-4.4	-2.8
COc1ccc(C(=O)NCCNc2nc3cc(C)cc(C)c3cc2C#N)nc1	nt	1.3	-0.2
COc1ccc(OC)c(N2C(=O)c3ccccc3C2c2nnnn2-c2ccc3c(c2)OCCO3)c1 (configuration not stated)	nt	-2.7	8.7
C[C@@H]1O[C@H](C2CCCC2)CC2=C1C(=O)OC(C)(C)O2	nt	-0.3	-1.7
CCCCCCCCN1C(=O)[C@H](CC(=O)N2CCN(C(=O)C3CC3)CC2)C[C@@]2(C(=O)OC)CC(C)(C)CC=C12	nt	-1.5	4.8
CC(C)CCN1C(=O)CSCC1(C)C(=O)NCc1ccccc1 (configuration not stated)	nt	-2.8	-10.3
CCOC(=O)[C@]12CCCC=C1N(Cc1ccc(Cl)cc1Cl)C(=O)[C@H](CC(=O)N1CCC(c3ccccc3)CC1)C2	nt	3.8	-0.2
COC(=O)[C@@]12C[C@@H](CC(=O)NCC34CC5CC(CC(C5)C3)C4)C(=O)N(Cc3ccccc3)C1=CCC(C)(C)C2	nt	0.8	-5.1
O=C1c2ccccc2C(c2nnnn2Cc2ccccc2)N1CCc1ccc(O)cc1 (configuration not stated)	nt	2.7	3.6

Two compounds from above, reduced to PI4K2A block and LDHA inh.
canonical_smiles,PI4K2A block,LDHA inh
CCCCCCCCN1C(=O)[C@H](CC(=O)NCc2cccs2)C[C@@]2(C(=O)OC)CC(C)(C)CC=C12,-9.2,4.5
CN(CCO)c1cccc2c1S(=O)(=O)N[C@@H](Cc1ccccc1)CO2,-5.1,2.0

(listing goes on)
compound	TrxR1 substrate	PI4K2A block	LDHA inh
COC(=O)[C@@]12C[C@@H](CC(=O)N3CCC(c4ccccc4)CC3)C(=O)N(CCc3ccc(OC)c(OC)c3)C1=CCC(C)(C)C2	nt	-5.0	0.3
COc1cccc(C=C(C(C)=O)C(=O)c2ccccc2)c1	nt	17.8	-2.2
Cc1cc(C)n2c(Nc3c(C)cccc3C)c(CCc3ccccc3)nc2n1	nt	8.2	-8.3
CC(C)(C)OC(=O)N1C(=O)[C@](OC(=O)c2ccccc2)(c2ccccc2)c2cccc(F)c21	nt	0.6	-0.4
CCOC(=O)Cc1c(-c2cccc(Br)c2)nc2c3ccccc3ccn12	nt	6.9	-3.9
COC(=O)[C@@]12C[C@@H](CC(=O)NCCc3ccccc3OC)C(=O)N(Cc3ccc4c(c3)OCO4)C1=CCC(C)(C)C2	nt	-0.9	-0.3
CCCCCCn1cc(CN2CC(N3CCCCC3)CS2(=O)=O)nn1 (configuration not stated)	nt	-5.0	3.6
COC(=O)[C@@]12C[C@@H](CC(=O)NCc3ccc(C)o3)C(=O)N(CCc3ccc(OC)c(OC)c3)C1=CCC(C)(C)C2	nt	-3.7	4.6
CC(C)C[C@H]1CN(CCCC[C@H]2CNC(=O)C(=O)N2CCc2ccccc2)C(=O)C(=O)N1Cc1ccccc1	nt	4.2	-0.8
O=C(C[C@H]1CC[C@@H]2[C@H](COC[C@H](O)CN2Cc2cccc(F)c2)O1)NCc1cccc(F)c1	nt	-4.2	-5.6
Cn1cc([C@]2(O)C(=O)Nc3ccc(F)cc32)c2ccccc21	nt	-1.0	0.0
CCCCCc1c(-c2cccc(OC)c2)ncn1CCc1ccccc1OC	nt	-7.2	5.9
CC(C)(C)CNC(=O)c1cc2c(Br)ccc(Br)c2nc1N	nt	-0.7	-1.4
O=C1NC[C@H](Cc2ccccc2)N(C[C@@H]2CCCN2C[C@H](Cc2ccc(O)cc2)N2C[C@H](Cc3ccccc3)N(CCc3ccccc3)C(=O)C2=O)C1=O	nt	-1.2	-6.8
Cc1cccc(C)c1NC(=O)C(c1cccc2ccccc12)n1c(=O)c(-c2cc3ccccc3[nH]2)nc2ccccc21 (configuration not stated)	nt	-0.1	-3.0
O=C1NC[C@@H](CCCCN2CCN(Cc3ccccc3)C(=O)C2=O)N(Cc2ccccc2)C1=O	nt	-0.2	0.4
O=C1OCCOC2CCCc3oc(-c4ccccc4)c1c32 (configuration not stated)	nt	0.7	-1.3
Cc1cccc(C)c1NC(=O)C1(C)CN(S(C)(=O)=O)CC(=O)N1CCc1c[nH]c2ccccc12 (configuration not stated)	nt	-4.2	-1.2
CC(C)(C)NC(=O)C1c2ccccc2OCC(=O)N1Cc1ccccn1 (configuration not stated)	nt	-2.1	-0.5
COC(=O)[C@]12CCCCC=C1N(Cc1ccc3c(c1)OCO3)C(=O)[C@H](CC(=O)NCCCCc1ccccc1)C2	nt	-2.7	-2.2
O=C1C(Sc2ccccc2)=C[C@@]2(O)CC[C@@H](O)[C@]1(Sc1ccccc1)[C@H]2O	nt	-5.4	4.8
O=C(OCCO)c1c(-c2ccccc2)oc2c1C(OCCO)CCC2 (configuration not stated)	nt	1.9	-3.7
COC(=O)[C@]12CCCCC=C1N(CCC1=CCCCC1)C(=O)[C@H](CC(=O)N1CCN(C(=O)c3ccco3)CC1)C2	nt	2.9	0.5
O=C1Nc2ccccc2-n2nnnc2C1N1CCN(c2cccc(C(F)(F)F)n2)CC1 (configuration not stated)	nt	0.6	-2.0

Three entries from above, arranged by their value in LDHA inh, rising.
compound	TrxR1 substrate	PI4K2A block	LDHA inh
O=C1NC[C@H](Cc2ccccc2)N(C[C@@H]2CCCN2C[C@H](Cc2ccc(O)cc2)N2C[C@H](Cc3ccccc3)N(CCc3ccccc3)C(=O)C2=O)C1=O	nt	-1.2	-6.8
Cc1cccc(C)c1NC(=O)C1(C)CN(S(C)(=O)=O)CC(=O)N1CCc1c[nH]c2ccccc12 (configuration not stated)	nt	-4.2	-1.2
O=C1C(Sc2ccccc2)=C[C@@]2(O)CC[C@@H](O)[C@]1(Sc1ccccc1)[C@H]2O	nt	-5.4	4.8

(more compounds)
SMILES,TrxR1 substrate,PI4K2A block,LDHA inh
O=C1NC[C@H](CCCCN2C[C@H](Cc3ccccc3)N(CC3CCCCC3)C(=O)C2=O)N(CCC2CCCCC2)C1=O,nt,-1.1,-1.0
O=C(NCc1ccccc1)C1C(c2ccc3c(c2)OCO3)=Nc2ccccc2N1C(=O)c1ccco1 (configuration not stated),nt,1.3,-2.2
CC(C)(C)NC(=O)C(c1cc2ccccc2o1)n1c(=O)c(-c2ccco2)nc2ccccc21 (configuration not stated),nt,-6.3,-4.2
CC(C)C[C@H]1CN(CCCC[C@H]2CNC(=O)C(=O)N2CC2CCCCC2)C(=O)C(=O)N1CCC1CCCCC1,nt,-4.3,-2.8
COC(=O)C[C@H]1C=C[C@@H](NC(=O)C2CC2)[C@@H](CO)O1,nt,3.7,-1.2
COC(=O)[C@]12CCCCC=C1N(Cc1ccc3c(c1)OCO3)C(=O)[C@H](CC(=O)NCC13CC4CC(CC(C4)C1)C3)C2,nt,-2.2,4.6
COC(=O)[C@@]12C[C@@H](CC(=O)NCc3cccc(C(F)(F)F)c3)C(=O)N(Cc3ccccc3)C1=CCC(C)(C)C2,nt,-5.7,5.6
CCCCN1C(=O)C(CC(=O)NCCCCc2ccccc2)CC(C(=O)N2CCCCCC2)=C1C (configuration not stated),nt,8.2,2.1
COC(=O)C[C@@H]1CC[C@H](NC(=O)Nc2ccc(F)cc2)[C@@H](CO)O1,nt,-1.6,-3.2
Fc1cccc(Cc2c(C3CCCCC3)nc3c4ccccc4ccn23)c1,nt,-10.9,2.3
COC(=O)[C@@]12C[C@@H](CC(=O)NCc3ccccc3)C(=O)N(CCc3ccc(OC)c(OC)c3)C1=CCC(C)(C)C2,nt,-1.8,1.0
O=c1[nH][nH]c2c1[C@H](CCc1cccc(Cl)c1)O[C@H](C1CCCC1)C2,nt,-1.0,2.6
COC(=O)C1=CN(c2ccc(OC)cc2OC)C(N)=C(C#N)C1c1cccc([N+](=O)[O-])c1 (configuration not stated),nt,-3.8,3.0
CC(C)C[C@H]1CNC(=O)C(=O)N1C[C@@H]1CCCN1C[C@H](Cc1ccccc1)N1C[C@H](CC(C)C)N(CCc2ccccc2)C(=O)C1=O,nt,5.5,-0.1
Cc1cc2c(cc1C)-n1nnnc1C(N1CCCNCC1)C(=O)N2 (configuration not stated),nt,5.2,-2.6
CC(C)NC(=O)C1(C)CSCC(=O)N1Cc1cccc(F)c1 (configuration not stated),nt,-5.8,-1.4
COCC(=O)N1C[C@@H](C)[C@@H](OC)CN(C)C(=O)c2ccc(NC(=O)c3cnccn3)cc2OC[C@H]1C,nt,-3.2,1.1
CC(=O)N1CCN(C(=O)OC2CC3CC2[C@H]2CCCCN2C3=O)CC1 (some centres not stated),nt,-4.7,2.1
C#CCNC(=O)C[C@@H]1C[C@@]2(C(=O)OCC)CCC=C2N(Cc2ccc3c(c2)OCO3)C1=O,nt,-13.0,2.2
CC(C)OC1=CC(=O)OC(c2cccc(Cl)c2)C1 (configuration not stated),nt,3.0,-0.5
CCCCNC(=O)c1nc(C2CCN(S(=O)(=O)c3ccc(S(C)(=O)=O)cc3)CC2)oc1-c1ccccc1,nt,-2.3,-11.1
O=S1(=O)CC(N2CC=CC2)CN1Cc1cn(Cc2cccc(Cl)c2)nn1 (configuration not stated),nt,-1.2,-6.8
COC(=O)C[C@@H]1CC[C@H](NS(=O)(=O)c2cccc(F)c2)[C@@H](CO)O1,nt,6.5,-2.1
CCOc1ccc(CCN2C(=S)N([C@@H](Cc3ccccc3)CN3CCC[C@@H]3CN3C(=S)NC[C@@H]3CC(C)C)C[C@@H]2Cc2ccccc2)cc1,nt,-8.1,2.3
COC(=O)[C@]12CCCCC=C1N(Cc1ccco1)C(=O)[C@H](CC(=O)NCc1ccccc1)C2,nt,2.2,-3.7
Nc1[nH]c(C(=O)c2ccccc2)c(-c2cccnc2)c1C(=O)NC1CCCCC1,nt,3.3,1.0
CCCN1CNc2c(c(=O)[nH]c(=S)n2CCc2cccc(Cl)c2Cl)C1,-3.2%,5.9,-14.7
CCOC(=O)c1ccccc1S(=O)(=O)N1CCN(c2nc(-c3cccs3)nc3ccccc23)CC1,1.4%,-1.8,-15.6
Cc1ccc(S(=O)(=O)C2CCN(c3nc(-c4cccs4)nc4ccccc34)CC2)cc1,11.5%,-5.8,-10.1

Not all compounds are listed, so the mix of outcomes need not match the whole.
